HCV inhibitor: inhibitors of hepatitis C virus infection; AID 651820; Potency, µM (doses to about 41.8 µM), inactives show at the top dose activity change, negative = inhibition, hits mostly inhibitors; Huh7.5.1 HCVcc-Cre infection, luciferase reporter, 44 h; 3.4% of 340,000 active
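A cell-based infection assay in which seeded cells (1,000 per well) receive test compound after 4 h, are inoculated with HCVcc-Cre at approximately 0.5 moi, and are incubated 44 h before luminescence detection.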
LmPK inh: LmPK (Leishmania mexicana) enzyme inhibition; Q27686; purified LmPK, Kinase-Glo ATP luminescence, 1 h; Potency, µM (doses to about 57.5 µM), for the others: top-dose activity change, negative = inhibition, actives largely listed as inhibitors; 0.37% of 290,000 active
Target sequence (Q27686 whole entry, looked up): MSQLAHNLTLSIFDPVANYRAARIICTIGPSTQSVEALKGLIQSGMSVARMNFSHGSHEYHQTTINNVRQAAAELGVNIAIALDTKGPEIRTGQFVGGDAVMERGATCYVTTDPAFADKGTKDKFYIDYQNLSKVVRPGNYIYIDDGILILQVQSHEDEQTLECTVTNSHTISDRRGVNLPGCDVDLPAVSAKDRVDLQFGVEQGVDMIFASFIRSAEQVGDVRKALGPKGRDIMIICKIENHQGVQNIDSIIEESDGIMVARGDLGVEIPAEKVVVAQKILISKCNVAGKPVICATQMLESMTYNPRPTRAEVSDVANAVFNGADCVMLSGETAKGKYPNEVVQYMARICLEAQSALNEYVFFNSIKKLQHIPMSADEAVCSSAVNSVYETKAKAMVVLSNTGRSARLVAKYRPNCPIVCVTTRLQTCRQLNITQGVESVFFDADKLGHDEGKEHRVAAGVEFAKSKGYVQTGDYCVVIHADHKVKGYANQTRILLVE
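Screened at intermediate enzyme activity to detect both inhibitors and activators: LmPK at 0.1 nM, with a 0.5 nM enzyme column as activation reference. PEP 0.5 mM, ADP 0.1 mM; ATP detected by luminescence after 1 h.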
Pf growth 96h: inhibits malaria parasite growth, 96 h; P. falciparum luciferase reporter growth, 96 h; Potency, µM (top dose mostly 28.7 µM), for inactives: at the top dose activity change, negative = inhibition, usual class: inhibitors; 6.9% of 320,000 active; AID 504834
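Plates of compound plus infected erythrocytes (2% hematocrit, 0.05% parasitemia final) incubate 96 hours, 37 C, 5% CO2. Detection reagent added; reduced luminescence from the parasites' luciferase reporter flags inhibition.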
Pf growth 48h: inhibits P. falciparum growth in the first generation, 48 h | Potency, µM (top dose mostly 28.7 µM), for inactives: at the top dose activity change, negative = inhibition, most hits filed as inhibitors | 5.9% of 310,000 active | P. falciparum luciferase growth in erythrocytes, 48 h
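In quantitative HTS format, infected erythrocytes bearing luciferase-reporter parasites were treated for a single generation at 37 C. Luminescence after adding detection reagent served as the growth measure.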
TbPYK inhibitor: T. brucei pyruvate kinase inhibition; TbPYK enzyme, Kinase-Glo Plus ATP luminescence, 45 min; Potency, µM (highest dose often 76.8 µM), inactives show at the top dose activity, negative = inhibition, hits mostly inhibitors; 0.12% of 410,000 active; further: nearly all actives have a fitted effect of over 50% in size
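ADP (130 uM final) triggers the TbPYK reaction after compound addition; incubation is 45 min at room temperature. Kinase-Glo Plus is then added and luminescence imaged. Normalized data are fitted to concentration-effect curves.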
Sm TGR block: inhibitors of Schistosoma mansoni thioredoxin glutathione reductase; Q962Y6; purified TGR, DTNB reduction, TNB absorbance 405 nm; Potency, µM (series often up to 114 µM), for the others: at the top dose activity change, negative = inhibition, actives largely listed as inhibitors; 3% of 360,000 active; AID 485364; further: nearly all actives have a fitted effect of over 60% in size
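First, TGR (20 nM dispensed) and NADPH were mixed with compound. Second, a 15 min room-temperature incubation followed. Third, further NADPH and then DTNB were added to start the reaction. Finally, TNB absorbance was monitored kinetically.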
Active calls of the source: *; ? = inconclusive; · = no result given; & = joins results of further samples; [ ] = remark or other dose. The call rests on the fitted dose curve; in most records, active means well fitted curve in the direction sought with a large enough effect; inconclusive means small, poorly fitted or top-dose-only effect, or another doubt; inactive means no such curve, though single readings can be large; an effect the other way counts as inactive or inconclusive. On the % scale 0 is the no-effect control and ±100 the full control effect; potency means the concentration at half of the fitted maximal effect.

Order of results: HCV inhibitor | LmPK inh | Pf growth 96h | Pf growth 48h | TbPYK inhibitor | Sm TGR block
COc1ccc(OCC(=O)OC(C)CN2CCCCC2)cc1 (configuration not stated)
  19% | -2% | 3% | 7% | -4% | 11%
COc1cccc(N=C2SC(C(=O)Nc3ccccc3F)CC(=O)N2C)c1 (configuration not stated)
  -12% | 5% | ? | ? | -8% | 0%
O=C(NCCCN1CCOCC1)c1ccc(NS(=O)(=O)c2cccc([N+](=O)[O-])c2)cc1
  · | -2% | 1% | 2% | -3% | -25%
COc1cc(/C=N/NC(=O)c2ccncc2)ccc1Oc1ccc([N+](=O)[O-])cn1
  2% | 1% | ? | -7% | -3% | 0%
Cc1c(NC(=O)c2ccccc2NC(=O)c2ccccc2)cccc1C(=O)O
  30%[activator] | -4% | 0% | 12% | 2% | 1%
CC(C)CNC1=CC(=O)CC(c2ccco2)C1 (configuration not stated)
  5% | -1% | ? | -2% | 0% | ?
CC(C)=C1C2C=CC1C(C(=O)Nc1cccc(C)c1)C2C(=O)O (configuration not stated)
  2% | -4% | · | 8% | -21% | ?
Cc1cc(NC(=O)c2ccc(S(=O)(=O)N(C)C)cc2)no1
  7% | 0% | 100%[activator] | 17% | -5% | 8%
CCc1[nH]nc2c1C(Cc1ccccc1)C(C#N)=C(N)O2 (configuration not stated)
  0% | 8% | -13% | · | 1% | ?
O=C(CSc1nnc(-c2ccncc2)n1Cc1ccco1)Nc1cccc(O)c1
  -2% | -1% | -5% | 4% | 1% | -10%
O=C(OCCOc1ccc(Br)cc1)c1cnccn1
  22% | -6% | · | 6% | -5% | 1%
CCc1cccc(Nc2cc(C)nc3ncnn23)c1
  -10%[8.37 µM] | 0% | ? | ? | -1% | -21%
COc1ccccc1NC(=O)CC1COc2ccccc2O1 (configuration not stated)
  -1% | 2% | · | 4% | 5% | 7%
COCCn1c(C)cc(C(=O)CSc2nc3ccccc3c(=O)[nH]2)c1C
  8.9µM* | -6% | 0.29µM* | 10% | -4% | -23%
O=C1/C(=C/c2ccc(Br)cc2)Oc2cc(O)ccc21
  -5% | 0% | 13% | 40%[activator] | -7% | 3%
Cc1ccccc1Oc1ncnc2sccc12
  -7% | 0% | 0% | 6% | -11% | 8%
CC(=O)Nc1ccc(SCC(=O)OCC(=O)NC(=O)NC2CCCC2)cc1
  19% | 4% | -32%[5.75 µM] | -24% | 0% | -1%
Cc1ccc(NC(=O)CC2Oc3ccc(C)cc3NC2=O)cc1 (configuration not stated)
  3% | 8% | 305%[activator] | · | -3% | 1%
COc1ccc(Oc2c(C=O)c3ccccc3n2C)cc1
  -21% | 4% | -22% | 21% | 4% | 0%
CCOc1ccc(C(=O)CCCC(=O)c2ccc(OCC)cc2)cc1
  8% | 1% | ? | 57%[activator] | 3% | 7%
Cc1cc(C)c(N2CCN(S(=O)(=O)N3CCCCCC3)CC2)c(C)c1
  -4% | 0% | · | 10µM* | -4% | ?
C/C(=N\n1c(C)nc2ccccc2c1=O)c1ccc(C)o1
  7% | 1% | 34% | 31%[activator] | 0% | 21%
C=CCOc1ccc(C2NC(=S)NC(c3ccccc3)=C2C(C)=O)cc1OC (configuration not stated)
  -13% | 0% | -1% | -29% | -1% | -16%
COCCNC(=O)c1ccc2c(c1)S(=O)(=O)c1cc(Cl)ccc1C2=O
  ? | · | 16% | 0% | -6% | -21%
Cc1nc2c(ccc3c2ccc2nc(C)sc23)s1
  13% | -3% | 26% | · | 3% | 3%
Cc1onc(-c2ccccc2)c1C(=O)N1CCN(C/C=C/c2ccccc2)CC1
  -1% | 6% | 2.1µM* | · | 4% | -9%
CCc1noc(C)c1C(=O)N1CCN(S(=O)(=O)c2c(C)cc(C)cc2C)CC1
  9% | · | ? | ? | 0% | -28%
CC(C)C[C@H](N)c1cn([C@@H](Cc2ccc(O)cc2)C(=O)N2CCNCC2)nn1
  19% | -3% | 34%[activator] | 5% | 2% | 1%
O=C(CCCNS(=O)(=O)c1ccc(Br)cc1)N1CC[C@@]2(O)CCCC[C@H]2C1
  -6% | 4% | -30% | -28% | -8% | -15%
CSCC[C@H](NC(=O)OC(C)(C)C)c1nnc(SCC(=O)N(C)C)o1
  8% | 5% | -7% | -9% | -1% | 5%

Part of the list above, with each value named.
C/C(=N\n1c(C)nc2ccccc2c1=O)c1ccc(C)o1
  HCV inhibitor: 7%; LmPK inh: 1%; Pf growth 96h: 34%; Pf growth 48h: 31%[activator]; TbPYK inhibitor: 0%; Sm TGR block: 21%
C=CCOc1ccc(C2NC(=S)NC(c3ccccc3)=C2C(C)=O)cc1OC (configuration not stated)
  HCV inhibitor: -13%; LmPK inh: 0%; Pf growth 96h: -1%; Pf growth 48h: -29%; TbPYK inhibitor: -1%; Sm TGR block: -16%
COCCNC(=O)c1ccc2c(c1)S(=O)(=O)c1cc(Cl)ccc1C2=O
  HCV inhibitor: ?; LmPK inh: ·; Pf growth 96h: 16%; Pf growth 48h: 0%; TbPYK inhibitor: -6%; Sm TGR block: -21%
Cc1nc2c(ccc3c2ccc2nc(C)sc23)s1
  HCV inhibitor: 13%; LmPK inh: -3%; Pf growth 96h: 26%; Pf growth 48h: ·; TbPYK inhibitor: 3%; Sm TGR block: 3%

(continued)
Order of results: HCV inhibitor | LmPK inh | Pf growth 96h | Pf growth 48h | TbPYK inhibitor | Sm TGR block
COc1ccc(N2CCN(C(c3cccs3)C(C)NC(=O)C(=O)N3CCCC3)CC2)cc1 (configuration not stated)
  ? | 1% | -17% | ? | 0% | 1%
N=c1sccn1CC(=O)Nc1ccccc1Sc1ccccc1
  -13% | 2% | 0% | -8% | -6% | 2%
CCc1nnc(NS(=O)(=O)c2ccc(NC(=O)COc3ccc(Cl)c(C)c3)cc2)s1
  22% | 1% | 16% | ? | -4% | -5%
CCCCOc1ccc(C(=O)Nc2ccc(CN3CCOCC3)cc2)cc1
  10µM* | 1% | ? | ? | -1% | 5%
Cc1cc(=O)oc2cc(OCC(=O)N3CCCC(C)C3)ccc12 (configuration not stated)
  1% | 0% | 16%[5.75 µM] | -2% | 3% | 3%
COc1cc(-c2csc(N3CCOCC3)n2)cc(OC)c1OC
  -9% | 0% | ? | ? | -22% | 5%
Cc1cc(C)c2c(n1)SCC(=O)N2CC(=O)Nc1ccc(F)cc1
  1% | 7% | -22% | 9% | 4% | -17%
Cc1[nH]c(=O)[nH]c(=O)c1S(=O)(=O)N1CCCC(C(=O)N2CCN(c3ccccc3Cl)CC2)C1 (configuration not stated)
  8% | -13% | 6% | -17% | 2% | 1%
C/C(CC(=O)Nc1ccccc1-c1ccccc1)=N\NC(=O)COc1ccc(C)cc1Br
  -9% | 9% | ? | · | -1% | -21%
O=C(OCC(=O)N1CCCc2ccccc21)c1cccc(C(F)(F)F)c1
  13% | · | 10% | 16% | -20% | 17%
Cn1c(CNC(=O)CNS(=O)(=O)c2ccc(Br)cc2)cc(=O)n(C)c1=O
  12% | -11% | -2% | -4% | -3% | -11%
CCN(CC)CCCN1C(=O)C(=O)/C(=C(/O)c2ccc3c(c2)CC(C)O3)C1c1ccncc1 (configuration not stated)
  · | 6% | ? | 12% | · | 0%
CCN(CCCNC(=O)COc1cc(=O)n(CC)c2ccccc12)c1ccccc1
  ? | 0% | ? | ? | -1% | 2%
Cc1ccc(S(=O)(=O)CCC(=O)OCc2cc(C)ccc2C)cc1
  ? | · | 21% | ? | 0% | 2%
CCOC(CNC(=O)C(=O)Nc1cc2c3c(c1)CCN3C(=O)CC2)OCC
  ? | 3% | 59%[activator] | 36%[activator] | -14% | 1%
Cc1[nH]nc2oc(=O)c(CCO)c(C)c12
  7% | 0% | 45%[activator] | · | -3% | -20%
CCC(C)NS(=O)(=O)c1ccc(OCC(=O)Nc2ccc3c(c2)OCCO3)cc1 (configuration not stated)
  ? | 1% | ? | ? | 8% | -30%
Cc1onc(-c2ccccc2)c1C(=O)NNC(=O)c1ccccc1O
  ? | · | 1% | -6% | -6% | -1%
CCN(CC)CCN1C(=O)C2C(C(=O)Nc3cc(C)cc(C)c3)C3C=CC2(O3)C1C(=O)NC1CCCCC1 (configuration not stated)
  -29% | 6% | 32% | -17% | 1% | -16%
CCCCP(=O)(O)CCC(=O)O
  27% | 2% | · | 21% | ? | 8%

Nothing new here: 2 of the compounds above.
Order of results: HCV inhibitor | LmPK inh | Pf growth 96h | Pf growth 48h | TbPYK inhibitor | Sm TGR block
CCN(CC)CCN1C(=O)C2C(C(=O)Nc3cc(C)cc(C)c3)C3C=CC2(O3)C1C(=O)NC1CCCCC1 (configuration not stated)
  -29% | 6% | 32% | -17% | 1% | -16%
CCCCP(=O)(O)CCC(=O)O
  27% | 2% | · | 21% | ? | 8%

Continuation.
Order of results: HCV inhibitor | LmPK inh | Pf growth 96h | Pf growth 48h | TbPYK inhibitor | Sm TGR block
Cc1cc(C)cc(OCC(=O)OCC(=O)N2CCc3ccccc32)c1
  13% | · | 4% | 5% | -3% | 2%
Cc1c(Br)c([N+](=O)[O-])nn1CC(=O)N1CCN(Cc2ccccc2)CC1
  ? | -6% | -12% | -1% | 3% | 3%
O=C(O)c1ccccc1-c1nnc2c(Cl)cc(C(F)(F)F)cn12
  6% | 13% | 21% | -1% | 3% | 0%
C=CCN(C1=NCCN1)c1c(Cl)cccc1Cl
  · | · | -6% | -17% | 2% | ·
CC(C)Cn1c(-c2ccco2)csc1=Nc1cccnc1
  2% | 5% | ? | 15µM* | -7% | 56µM*
CN(Cc1ccco1)C(=O)c1cc2c(s1)-c1ccc(Cl)cc1S(=O)(=O)C2
  -15% | 6% | -21% | 8% | -11% | -12%
O=C(CSc1nnc(COc2ccccc2)o1)N1CCN(c2ccccc2)CC1
  -8%&-2% | 4% | -17% | -1% | 2% | -2%
Cc1csc(NC(=O)Cc2ccc(F)cc2)n1
  0% | 8% | 156%[activator] | 100%[activator] | -4% | 0%
N=c1c(S(=O)(=O)c2ccc(Br)cc2)cc2c(=O)n3ccccc3nc2n1C1CCCCC1
  ? | 6% | 3.7µM* | 8.3µM* | 6% | 1%
CCNS(=O)(=O)c1ccc(CCC(=O)N2CCN(c3cccc(Cl)c3)CC2)cc1
  ? | 1% | 23% | ? | -1% | 1%
CCc1ccc(NC(=O)NCCN2CCCCC2)cc1
  ? | 0% | 68%[activator] | 18% | 0% | 0%
COc1ccc(C(C)(C)C)cc1NC(=O)C1C2C=CC(C2)C1C(=O)O (configuration not stated)
  14% | -2% | 104%[activator] | ? | -3% | -32%
COc1cccc(C(=O)CN(C(=O)c2ccc(Cl)c(Cl)c2)N2C(=O)c3ccccc3C2=O)c1
  6% | 5% | -16% | 9% | 4% | 3%
COc1ccc2c(c1)NC(c1cc(Cl)cc(Cl)c1O)c1cccn1-2 (configuration not stated)
  ? | -1% | ? | 8% | -10% | -23%
Cc1ccc(NC(=O)C2Oc3ccccc3OC2C)cc1 (configuration not stated)
  0% | 1% | 125%[activator] | 3% | 1% | 1%
O=S(=O)(NC(=NCCc1ccc(Cl)cc1)c1ccccc1Cl)c1cccs1
  ? | 8% | ? | -38% | 3% | 12%
O=C(COc1ccccc1F)Nc1nnc(-c2ccncc2)s1
  -5% | 4% | 7% | · | -7% | 3%
O=C(Oc1ccnc2cc(Cl)ccc12)N1CCOCC1
  3% | -5% | ? | ? | 1% | -12%
CC(Sc1nc2nn(-c3ccccc3)c(=O)c-2c2n1CCCCC2)C(N)=O (configuration not stated)
  6% | -5% | · | -16% | 1% | -13%
N#Cc1ccc(Cl)cc1NC(=O)COC(=O)c1ccc2c(c1)OCCO2
  17% | 5% | 40%[activator] | · | 4% | -7%
COc1ccc(C(=O)NNC(=S)Nc2ccccc2)cc1
  8% | -11% | · | 146%[activator] | -18% | 11%
O=C(NCCC1=CCCCC1)C1CCN(S(=O)(=O)c2cnc[nH]2)CC1
  -6% | 2% | ? | 13% | 1% | -6%
COc1cc(C(=O)NNC(=S)NC(=O)/C=C/c2ccccc2)cc(OC)c1OC
  ? | 0% | -25% | ? | -10% | 6%
CC1CC(C)(C)NC(=S)N1CC(=O)N1CCN(Cc2ccccc2)CC1 (configuration not stated)
  9% | -2% | ? | -7% | -7% | 69%[activator]

Bioassay records from PubChem BioAssay.
